SARS 3CLpro inh: SARS-CoV 3CLpro protease inhibitors, primary screen, biochemical, quenched FRET. inhibition, % at 6 µM. hit rate 0.14% among 290,000. recombinant SARS-CoV 3CLpro, quenched FRET peptide cleavage. Replicase polyprotein 1ab (Severe acute respiratory syndrome coronavirus), P0C6X7; in the data active means inhibition above about 12%
PrPC TRFRET: inhibitors of human cell surface prion protein PrPC, primary screen, cell-based, TR-FRET | Major prion protein (Homo sapiens), P04156 | TR-FRET read-out | AID 720596, 2013 | hit rate 0.43% among 370,000 | inhibition, % at 13.8 µM; in the data active means inhibition above about 24%; further: 0% = median of the test wells and 100% = reference compound wells
BoNT-F LC inh: BoNT/F light chain protease inhibitors, primary screen, biochemical, flow cytometry, MLPCN library. inhibition, % at 10 µM. hit rate 0.22% among 360,000. Botulinum neurotoxin type F light chain protease (Clostridium botulinum). Multiplex microsphere protease cleavage assay; in the data active means inhibition above about 35%, passing the limit was not always enough; inconclusive means no clear call, values can overlap the other calls; further: plate controls were buffer without enzyme for full effect and enzyme alone for no effect
BoNT A protease: BoNT/A light chain protease inhibitors, primary screen, biochemical, flow cytometry, MLPCN library; multiplex microsphere protease substrate cleavage; inhibition, % at 10 µM; hit rate 0.17% among 360,000; further: plate controls were buffer without enzyme for full effect and enzyme alone for no effect
Rv3671c protease: Rv3671c serine protease inhibitors, primary screen, biochemical, fluorescence polarization, M. tuberculosis H37Rv. P9WHR9. inhibition, % at 5.96 µM. hit rate 0.048% among 320,000. AID 2606, 2010; in the data active means inhibition above about 38%;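 further: extracellular domain of Rv3671c used as enzyme; 0% = enzyme with DMSO and 100% = no enzyme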
MazF activator: activators of E. coli MazEF toxin-antitoxin RNase, primary screen, biochemical, fluorescence, uHTS. Endoribonuclease toxin MazF (Escherichia coli (strain K12)), P0AE70. FAM/BHQ RNA-DNA oligo cleavage fluorescence, 5 h. activation, % at 20 µM. hit rate 0.32% among 350,000. AID 504720, 2011; in the data active means activation above about 50%
Target sequence (P0AE70 whole entry, looked up): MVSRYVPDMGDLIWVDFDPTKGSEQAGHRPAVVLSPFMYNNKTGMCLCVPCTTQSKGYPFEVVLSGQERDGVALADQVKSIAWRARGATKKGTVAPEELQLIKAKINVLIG
PriA SSB inh: inhibitors of Klebsiella pneumoniae PriA binding to SSB C-terminal tail, primary screen, biochemical, AlphaScreen | PriA–SSB C-terminal tail interaction (Klebsiella pneumoniae) | AlphaScreen SSBct-PriA binding, biotinylated peptide | inhibition, % at 33 µM | hit rate 0.6% among 430,000 | AID 1272365, 2023; in the data active means inhibition mostly above about 37%, no sharp cut-off; inactive means mostly below about 20%;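 further: plate controls were negative control peptide for no effect and reference peptide for full effect; strong numbers were not always called active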
VHR inh abs: VHR1 phosphatase inhibitors, primary screen, biochemical, absorbance, uHTS. Dual specificity protein phosphatase 3 (Homo sapiens), P51452. recombinant VHR phosphatase, pNPP absorbance. inhibition, % at 13.3 µM. hit rate 0.52% among 290,000. AID 1654, 2009; in the data active means inhibition above about 50%; further: some compounds called inactive have numbers as strong as hits
Target sequence (P51452 whole entry, looked up): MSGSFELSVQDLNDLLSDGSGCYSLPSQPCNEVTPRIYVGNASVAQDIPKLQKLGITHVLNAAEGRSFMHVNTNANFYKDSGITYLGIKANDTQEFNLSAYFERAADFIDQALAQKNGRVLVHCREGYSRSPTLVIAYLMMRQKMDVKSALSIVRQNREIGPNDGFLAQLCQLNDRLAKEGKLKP
CCHF vOTU inh: CCHFV vOTU protease inhibitors, primary screen, biochemical, Pep-AMC substrate, fluorescence. Crimean-Congo hemorrhagic fever virus L polyprotein viral ovarian tumor (vOTU) protease …. inhibition, % at 11.5 µM. hit rate 0.55% among 370,000; in the data active means inhibition above about 30%; further: 0% = vehicle wells with enzyme and 100% = no enzyme wells
Anthrax LF prot: Bacillus anthracis LF protease inhibitors, primary screen, biochemical, multiplex microsphere, MLPCN library | Lethal factor (Bacillus anthracis), P15917 | multiplex microsphere protease cleavage assay | inhibition, % at 10 µM | hit rate 0.12% among 360,000; further: plate controls were buffer without enzyme for full effect and enzyme alone for no effect
Target sequence (P15917 whole entry, looked up): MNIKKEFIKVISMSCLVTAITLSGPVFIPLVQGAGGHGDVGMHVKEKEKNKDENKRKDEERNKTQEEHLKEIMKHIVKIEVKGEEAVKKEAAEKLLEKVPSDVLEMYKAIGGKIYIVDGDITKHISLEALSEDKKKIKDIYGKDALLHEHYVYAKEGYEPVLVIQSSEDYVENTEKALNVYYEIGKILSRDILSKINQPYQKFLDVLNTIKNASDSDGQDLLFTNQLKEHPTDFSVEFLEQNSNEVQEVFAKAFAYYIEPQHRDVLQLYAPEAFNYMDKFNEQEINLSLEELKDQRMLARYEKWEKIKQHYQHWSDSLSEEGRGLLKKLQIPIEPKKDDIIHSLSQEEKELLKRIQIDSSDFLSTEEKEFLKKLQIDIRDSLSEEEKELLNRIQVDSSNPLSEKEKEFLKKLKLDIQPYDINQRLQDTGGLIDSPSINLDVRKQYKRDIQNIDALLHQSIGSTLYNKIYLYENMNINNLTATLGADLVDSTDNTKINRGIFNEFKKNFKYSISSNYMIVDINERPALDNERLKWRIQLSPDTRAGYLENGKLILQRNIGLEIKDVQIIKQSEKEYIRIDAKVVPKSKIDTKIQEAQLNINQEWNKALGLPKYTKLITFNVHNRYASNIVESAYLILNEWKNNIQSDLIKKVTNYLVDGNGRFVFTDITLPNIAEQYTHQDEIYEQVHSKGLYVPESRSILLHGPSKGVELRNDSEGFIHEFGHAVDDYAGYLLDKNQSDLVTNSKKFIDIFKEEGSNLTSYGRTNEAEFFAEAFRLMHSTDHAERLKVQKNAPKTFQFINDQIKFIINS
* hit, by the source's call; i = inactive; ? = inconclusive; nt = not tested or not shown; & = joins results of further samples. Unless noted, no stated cut-off is given here; in the data, active means inhibition above about 30%; inconclusive means no clear call, values can overlap the other calls; inactive means below that. These rows are one share of the data (hit frequency here may not be typical).

SMILES	SARS 3CLpro inh	PrPC TRFRET	BoNT-F LC inh	BoNT A protease	Rv3671c protease	MazF activator	PriA SSB inh	VHR inh abs	CCHF vOTU inh	Anthrax LF prot
CC(=O)c1ccc(C(=O)N2CCCC(CCC(=O)N(C)CCc3ccccn3)C2)s1 (centres undefined)	1	0	-1	-0.5	-3	11	1	4	-11	-2
Cc1ccc(S(=O)(=O)N[C@@H](C)C(=O)OCC(=O)N2c3ccccc3NC(=O)C2(C)C)cc1	nt	-2	5	0.1	-2	2	2	nt	10	-1
CC12c3ccccc3C(c3ccccc31)C1C(=O)N(Cc3cccnc3)C(=O)C12 (centres undefined)	2	-2	0	-0.4	5	-4	3	10	-18	1
S=c1[nH]nc(COc2ccccc2)n1/N=C/c1ccco1	4	1	1	0.3	7	-1	nt	-11	-4	3
CC(c1nccs1)N(C)C(=O)CCc1nnc(-c2ccc(-c3ccccc3)cc2)o1 (centres undefined)	1	2	-4	-1.7	2	0	-8	26	-6	-7
CCCCC(=O)Nc1ccc(C(=O)NNC(=O)c2ccccc2Br)cc1	1	nt	-2	-0.3	-2	3	-3	2	nt	1
C[N+](C)(C)CC(=O)N/N=C/c1c2ccccc2cc2ccccc12	-8	-6	nt	nt	8	6	nt	-7	1	nt
Cn1c(=O)c2c(ncn2CC(=O)Nc2nccs2)n(C)c1=O	-2	1	-11	-0.3	-1	11	8&-6	21	6	8
Cc1ccccc1S(=O)(=O)NC(=O)C1(C)CCN1C(=O)C1(c2ccc(Cl)cc2)CCC1 (centres undefined)	nt	3	-7	-0.5	nt	nt	nt	nt	13	-2
Cc1nnc(-c2ccc(N3CCOCC3)c([N+](=O)[O-])c2)o1	nt	nt	3	-0.6	3	1	-9	nt	nt	2
NC(=O)CSc1nnc(CNc2cccc(Cl)c2)n1CCc1ccccc1	1	10	10	0.4	1	4	1	21	-22	-6
Cc1cc(C)c(C)c(S(=O)(=O)N[C@@H](C)C(=O)OCC(=O)NC2CCCC(C)C2C)c1C (some centres undefined)	nt	4	0	-0.2	4	-2	5	nt	12	-9
CN(CC(=O)O/N=C(\N)c1ccc([N+](=O)[O-])cc1)S(=O)(=O)c1ccc2ccccc2c1	5	-2	1	?	-6	0	i	18	3	-4
CCOC(=O)Cn1c(=O)c2c(nc3n2CCCN3Cc2ccccc2)n(C)c1=O	0	2	-7	-1.5	-7	5	-4	15	0	-10
CCCn1c(SC(C(=O)Nc2cccc(OC)c2)c2ccccc2)nc2ccccc2c1=O (centres undefined)	-4	-2	0	0.2	-10	0	-12	-4	3	0
CCOCCCNC(=O)C(c1ccc(Cl)cc1)N1CCN(c2ccccc2)CC1 (centres undefined)	nt	3	-2	0.3	0	12	-11	13	3	-8
Cc1ccc(S(=O)(=O)N2CCC(C(=O)C3C(=O)CC(C)(C)CC3=O)CC2)cc1	4	3	-8	0.3	2	-2	-14	18	6	1
O=C(Cn1nc(C(F)F)cc1C(F)F)NNC(=S)Nc1ccc([N+](=O)[O-])cc1	-2	4	-1	-0.5	6	9	10	20	7	1
COCCCN1C(=O)c2[nH]nc(-c3ccccc3O)c2C1c1ccc(Cl)cc1 (centres undefined)	5	6	-9	-0.3	0	10	15	-26	7	-36
COc1cc(NC(=S)N2CCN(C(=O)C3CCCO3)CC2)c(OC)cc1Cl (centres undefined)	2	-6	0	0.1	-13	2	-3	-2	3	-1
CCOC(=O)c1cnc(SCCc2ccccc2)nc1N	-5	0	3	1.2	0	1	-36	27	-5	-6
N#CC(c1ccccc1)C(CC(=NO)c1ccccc1)c1ccccc1 (centres undefined)	nt	11	0	-0.2	nt	-1	nt	nt	5	3
C[C@]12C(=O)N(c3ccc(C(F)(F)F)cc3)C(=O)N1[C@H]1c3ccccc3OC[C@@H]1[C@H]2c1ccccc1	nt	4	0	0.0	-14	2	-21	nt	-1	-5
COc1cc(OC)cc(N(C(=O)CNC(=O)c2cccs2)C(C(=O)NCC2CCCO2)c2ccc(OC)c(OC)c2)c1 (centres undefined)	7	6	5	-0.9	11	3	10	7	11	5
C/C(=N\Nc1nccnc1Cl)c1ccc(O)cc1	0	-4	3	1.0	3	4	nt	1	-7	2
COC(=O)c1ccc(COC(=O)CNC(=O)c2cccs2)cc1	-2	6	2	0.3	3	-7	3	23	-5	3
CSc1nnc(NC(=O)c2ccc(S(=O)(=O)N(C)C)cc2)s1	-1	5	1	-0.2	-13	4	-3	26	3	2
O=C(CSc1nc2ccccc2[nH]1)Nc1cccc(S(=O)(=O)N2CCOCC2)c1	-2	15	-3	0.1	0	-2	-8	28	-8	-5
N=c1c(C(=O)NCC2CCCO2)cc2c(=O)n3ccccc3nc2n1Cc1ccco1 (centres undefined)	-3	-42	-2	0.9	7	18	-2	20	-30	0
CCC(=O)c1ccc(NC(C)=O)cc1O	-4	7	nt	nt	-2	1	6	31	-9	nt
O=C(NCc1ccncc1)C1CCCN1S(=O)(=O)c1ccc(Cl)cc1 (centres undefined)	-1	-1	-3	1.2	6	6	-6	28	6	-4
C#CCSc1nnnn1-c1ccc(OCC)cc1	-6	9	2	-0.1	6	1	-16	6	17	-5
COP(=O)(/C=C(\Cl)c1ccccc1)/C=C(\Cl)c1ccccc1	2	6	-8	0.2	-3	-1	4	18	-9	0
Cc1csc(NC(=O)CS(=O)(=O)c2ccccc2)n1	0	-3	-4	0.6	4	2	-13	12	-4	-2
O=C(CNCc1ccccn1)Nc1cc(S(=O)(=O)N2CCCCC2)ccc1Cl	-1	1	-4	-2.6	-5	-8	41*	-3	7	-1
O=C(NCc1cccnc1)c1ccccc1CCc1ccccc1	-2	7	-3	-0.1	-4	-1	-12	35	-11	5
Cn1cnc(S(=O)(=O)N2CCCCC2c2cc(C(=O)NCc3ccc(F)cc3)no2)c1 (centres undefined)	nt	-5	6	0.6	nt	nt	nt	nt	-5	-4
CCOC(=O)c1c(NC(=O)CSc2cn(CC)c3ccccc23)sc2c1CCC2	4	1	-4	-1.0	3	-12	-10	-4	2	-8
COc1ccc2cc(C(=O)NCCc3ccccc3)[nH]c2c1	-1	2	4	0.2	nt	-2	1	-16	-5	-3
CC1CN(C(=O)Nc2ccc3c(c2)OCO3)CC(C)O1 (centres undefined)	0	8	8	5.9	-2	-6	-7	4	-5	2
CCC(Oc1ccccc1)C(=O)Nc1ccc(S(=O)(=O)N2CCOCC2)cc1 (centres undefined)	3	1	-16	-0.7	-1	3	0	0	4	-6
Clc1ccc(CSc2nnc(CNc3cccc(Cl)c3)o2)cc1	8	1	-12	-0.6	-4	-6	-13	25	8	-4
COc1nc(/C=C/N(C)C)c([N+](=O)[O-])c(OC)n1	2	1	-6	-1.0	2	17	11	-4	-15	-15
CC(C)Cc1nnc(NC(=O)CCC(=O)N2CCN(Cc3ccc(F)cc3)CC2)s1	0	-2	-7	-1.4	2	0	-2	24	16	0
C[C@@]12C(=O)Nc3cc(Cl)ccc3C(=O)N1[C@H]1c3cc(Br)ccc3OC[C@@H]1[C@@H]2c1ccccc1	nt	-2	5	0.3	-92	-17	-7	nt	1	-9
C=CCn1c(SCC(=O)Nc2sc3c(c2C#N)CCC(C)C3)nc2cc(C(=O)O)ccc2c1=O (centres undefined)	nt	-5	6	0.2	-15	-28	6	nt	2	-3
CN1CCC(N(C)C(=O)c2cc(S(=O)(=O)N(C)c3ccccc3)ccc2Cl)CC1	nt	-4	3	-1.3	-1	-4	-8	nt	3	1
CC(=O)NC1(c2ccccc2)CCN(C(=O)N2CCOCC2)CC1	4	-2	2	-0.1	8	3	-15	21	8	1
Cc1ccc(C(=O)Nc2nc(=O)n(C)s2)cc1	1	9	0	?	-3	8	-6	14	0	-2
O=C(COC(=O)COc1ccccc1)NCc1ccccc1	2	-4	-4	0.1	-5	-11	-12	30	9	-6

More records.
SMILES	SARS 3CLpro inh	PrPC TRFRET	BoNT-F LC inh	BoNT A protease	Rv3671c protease	MazF activator	PriA SSB inh	VHR inh abs	CCHF vOTU inh	Anthrax LF prot
CCCCNC(=O)C1CCN(C(=O)Nc2ccc(C)cc2)CC1	0	-7	2	-0.4	-9	4	2	20	-4	-9
CCc1ccccc1N(CC(=O)OC)S(C)(=O)=O	-8	3	-9	0.5	2	-1	-8	-4	-6	-1
Cc1ccc(SCC(=O)OCC(=O)Nc2ccc3[nH]c(=O)[nH]c3c2)cc1C	nt	-3	14	4.6	2	2	-8	nt	-3	5
CN1CCN(C(=O)c2ccccc2[N+](=O)[O-])CC1	-6	-7	?	3.0	2	6	-18	-16	-7	-5
COc1cc(CCCN2C(N)=NC[C@H]2Cc2ccc(O)cc2)cc(OC)c1OC	nt	0	-4	-0.1	-6	0	9	15	-2	-13
COc1ccc(/C=C(/C#N)C(=O)Nc2ccc(O)cc2)cc1C(=O)O	6	-3	-4	0.1	-1	3	-5	23	-6	3
CCN1C(=S)SC(=O)C1=C1C=C(C)N(Cc2ccco2)C(C)=C1	2	-18	-14	1.5	5	-9	2	10	10	-4
Cc1ccc(N(C)S(=O)(=O)c2cccc(C(=O)Nc3ccc(C)cn3)c2)cc1	nt	6	?	?	2	-2	3	nt	8	?
O=[N+]([O-])c1cccc(COc2ncnc3cc([N+](=O)[O-])ccc23)c1	3	-53	-8	0.0	1	5	-8	19	-8	5
CCOc1ccc(-c2csc(NC(=O)CSCC(=O)O)n2)c2ccccc12	1	11	8	1.8	4	-5	4	20	11	10

Among those listed so far, 3 contain a cyano group.
SMILES	SARS 3CLpro inh	PrPC TRFRET	BoNT-F LC inh	BoNT A protease	Rv3671c protease	MazF activator	PriA SSB inh	VHR inh abs	CCHF vOTU inh	Anthrax LF prot
N#CC(c1ccccc1)C(CC(=NO)c1ccccc1)c1ccccc1 (centres undefined)	nt	11	0	-0.2	nt	-1	nt	nt	5	3
C=CCn1c(SCC(=O)Nc2sc3c(c2C#N)CCC(C)C3)nc2cc(C(=O)O)ccc2c1=O (centres undefined)	nt	-5	6	0.2	-15	-28	6	nt	2	-3
COc1ccc(/C=C(/C#N)C(=O)Nc2ccc(O)cc2)cc1C(=O)O	6	-3	-4	0.1	-1	3	-5	23	-6	3

(continued)
SMILES	SARS 3CLpro inh	PrPC TRFRET	BoNT-F LC inh	BoNT A protease	Rv3671c protease	MazF activator	PriA SSB inh	VHR inh abs	CCHF vOTU inh	Anthrax LF prot
COc1ccc(-c2nc(CSCC(=O)N3CCN(C4CCCCC4)CC3)c(C)o2)cc1OC	3	-1	-6	-0.3	5	-6	-8	nt	-1	-7
COC(=O)c1c(C)oc2ccc(OC(=O)c3cccs3)cc12	2	-5	5	-1.0	-9	6	-63	14	1	-4
COc1cccc(N(C(=O)c2csnn2)C(C(=O)NC2CCCC2)c2ccccc2)c1 (centres undefined)	3	5	10	-1.5	-3	6	3	-15	-16	-4
COc1ccc(S(=O)(=O)Nc2ccc3c(c2)C(=O)N([C@@H](C)CO)C[C@@H](C)[C@H](CN(C)C(=O)CCCN(C)C)OCCCC[C@H](C)O3)cc1	nt	5	-4	-0.3	nt	9	nt	nt	1	-3
CC(=O)NC1=CC(=C[N+](=O)[O-])C=C1O	nt	-17	1	0.4	nt	-17	nt	nt	0	5
Cc1ccc(-c2nnc(SCC(=O)Nc3ccc4c(c3)oc3ccccc34)n2C)c(Cl)c1	5	5	-8	-0.4	-2	-7	-1	59*	-2	-4
Cc1cc(C(=O)N(C)CC2CCCN(CCc3ccc(F)cc3)C2)c(C)o1 (centres undefined)	5	4	-2	-0.6	-2	7	-15	40	-7	-1

High-throughput results (PubChem)
